Shn3 inh set2: reduction of Shn3 3'UTR firefly luciferase signal, primary screen, Schnurri-3 inhibitor project, cell-based, Clone20 osteoblasts, set 2; Clone20 osteoblast Shn3 3'UTR firefly luciferase, 24 h; inhibition, % at 12.5 µM; hit rate 0.52% among 360,000; AID 588674, 2011;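 active = mean inhibition of at least 75% with every replicate also reaching 75%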;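 note: 0% = median of neutral control wells and 100% = pilot-screen positive control compound; some compounds past the cut are filed as inactive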
NR2E3 ag-1: inhibitors of NR2E3-RetCOR corepressor binding, primary screen, NR2E3 agonist project, biochemical, TR-FRET, GST-NR2E3, biotin-RetCOR; Photoreceptor-specific nuclear receptor (Homo sapiens), Q9Y5X4; 1536-well; inhibition of corepressor binding, % at 4.78 µM; hit rate 0.12% among 320,000; AID 2300, 2010;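 active = percent inhibition above the cutoff of mean plus 3 SD of all tested compounds, set per screening campaign, cut at about 20% in these data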;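 note: 0% = DMSO wells and 100% = biotin wells as full block of FRET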
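Material: NR2E3–RetCOR corepressor complex | Quantity: 1.35 nM GST-tagged NR2E3 final | Schedule: 5 h at 4 °C | Replication: Singlicate compound wells | Reagent: RetCOR corepressor, biotinylated, 7 nM | Controls: Biotin wells as high control, 0.6% DMSO wells as low control | Signal: TR-FRET, Eu(K)-anti-GST donor, streptavidin-D2 acceptor, ex 340, em 617/671 nm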
CaV13 FRET inh: Primary screen for inhibitors of IQ motif and Ca2+-dependent inactivation inhibitor domain binding in CACNA1D, Förster resonance energy transfer in living cells, …. HEK cells, CFP/YFP FRET ICDI-IQ, plate reader, 10 min; percent FRET-ratio fall versus neutral wells. inhibition, % at 12.3 µM. hit rate 0.098% among 340,000. AID 743397;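 active = mean replicate inhibition of at least 30% and at least 1% of replicates passing that level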;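 note: 0% = median of the neutral control wells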
H9c2 protect: cardioprotection against H2O2-induced cell death, primary screen, uHTS, H9c2 cells, ATPLite luminescence | H9c2 cardiomyocytes, H2O2 injury protection, 2 h | protection from H2O2 cell death, % at 20 µM | hit rate 0.63% among 360,000;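 active = compounds giving at least 50% protection of heart cells from peroxide-induced death in the single-dose screen, raw or plate-pattern-corrected value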;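 note: 0% = DMSO wells with peroxide and 100% = DMSO wells without peroxide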
TRPM1 prom inh: inhibitors of MITF-dependent TRPM1 promoter reporter, primary screen, cell-based, SK-MEL-5, single point, luciferase | SK-MEL-5 TRPM1 promoter luciferase, 24 h | inhibition, % at 12.5 µM | hit rate 0.83% among 330,000;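 active = mean inhibition across replicates of 60% or more, whatever share of single replicates reaches that level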; note: values of inactives mirror those of a sister screen read the other way
PDI turbidity: inhibitors of human PDI, primary screen, biochemical, turbidity, single point, plate reader; inhibition, % at 10 µM; hit rate 0.052% among 350,000; Protein disulfide-isomerase (Homo sapiens), P07237; PDI insulin aggregation turbidity, A650, 90 min;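 active = mean inhibition across replicates of 30% or more, whatever share of single replicates reach that level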;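 note: absorbance from insulin aggregation driven by PDI reduction with DTT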
Target sequence (P07237 whole entry, looked up): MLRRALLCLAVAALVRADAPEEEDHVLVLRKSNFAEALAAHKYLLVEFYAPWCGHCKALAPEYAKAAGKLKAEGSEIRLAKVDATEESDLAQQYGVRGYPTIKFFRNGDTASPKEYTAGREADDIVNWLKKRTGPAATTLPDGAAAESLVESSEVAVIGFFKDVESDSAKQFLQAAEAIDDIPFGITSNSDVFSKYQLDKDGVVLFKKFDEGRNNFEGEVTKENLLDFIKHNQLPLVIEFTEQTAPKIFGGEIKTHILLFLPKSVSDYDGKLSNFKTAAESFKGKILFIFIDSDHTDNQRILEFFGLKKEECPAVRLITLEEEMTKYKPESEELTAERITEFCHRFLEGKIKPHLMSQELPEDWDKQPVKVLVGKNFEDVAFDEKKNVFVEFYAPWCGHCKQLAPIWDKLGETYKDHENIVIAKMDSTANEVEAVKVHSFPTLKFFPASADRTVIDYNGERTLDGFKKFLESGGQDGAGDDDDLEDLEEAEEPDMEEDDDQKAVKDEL
hiPSC survival: enhancers of single-cell hiPSC survival, primary screen, ATPlite luminescence; 100% = ROCK inhibitor wells, 0% = DMSO; survival enhancement, % at 20 µM; hit rate 0.044% among 360,000; AID 602274, 2012; in the data active = survival enhancement above about 18%;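 note: cells exposed to compounds for 16 hours before the ATP read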
HTR2A ag: mouse Htr2a agonists via beta-arrestin recruitment, primary screen, cell-based, luminescence. 5-hydroxytryptamine receptor 2A (Mus musculus), P35363. CHO-K1 mHTR2A beta-arrestin complementation; percent of 30 µM serotonin response. activation, % at 7.6 µM. hit rate 0.66% among 360,000. AID 624169, 2012;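 active = activation above a run cutoff, the mean activation of all tested compounds plus 3 SD, cut at about 14% in these data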;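 note: 0% = plate median of compound wells and 100% = 30 µM serotonin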
Target sequence (P35363 whole entry, looked up): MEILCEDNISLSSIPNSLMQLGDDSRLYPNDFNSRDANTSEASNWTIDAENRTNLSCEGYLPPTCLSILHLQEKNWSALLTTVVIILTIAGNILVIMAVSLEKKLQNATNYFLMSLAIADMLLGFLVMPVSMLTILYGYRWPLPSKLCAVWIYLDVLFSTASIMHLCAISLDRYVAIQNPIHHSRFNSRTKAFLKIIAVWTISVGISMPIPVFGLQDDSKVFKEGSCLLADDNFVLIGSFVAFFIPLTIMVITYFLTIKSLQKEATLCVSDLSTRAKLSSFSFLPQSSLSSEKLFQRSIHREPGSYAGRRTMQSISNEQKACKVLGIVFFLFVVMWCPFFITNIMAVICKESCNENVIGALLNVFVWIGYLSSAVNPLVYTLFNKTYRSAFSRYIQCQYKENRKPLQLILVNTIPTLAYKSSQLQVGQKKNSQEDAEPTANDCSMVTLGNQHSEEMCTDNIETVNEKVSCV
HIF-2a inh: HIF-2a reporter inhibitors, primary screen, luminescence, 786-0 RCC cells; 786-0 RCC cells HIF-2a reporter, luciferase luminescence, overnight; inhibition, % at 18.8 µM; hit rate 0.72% among 360,000;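 active = inhibition of the luminescence signal of 40% or more relative to plate controls, in a single-dose primary screen at 18.75 µM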
Peg3 prom inh: Peg3 promoter-driven luciferase inhibitors, primary screen, cell-based, HeLa, luciferase luminescence; HeLa PEG-Prom luciferase reporter, overnight; inhibition, % at 20 µM; hit rate 1.7% among 360,000; AID 588405, 2011;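 active = inhibition of at least 50% at 20 µM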
NR2E3 ag-2: NR2E3 agonists in two-hybrid cells, primary screen, cell-based, luminescence, CHO-S, Gal4-NCOR/VP16-NR2E3; Photoreceptor-specific nuclear receptor (Homo sapiens), Q9Y5X4; luciferase; inhibition of corepressor binding, % at 3.98 µM; hit rate 0.35% among 360,000; AID 602229, 2012;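 active = inhibition above the mean of all tested compounds plus 3 SD, cut at about 70% in these data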;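 note: 0% = DMSO with NR2E3 transfected cells and 100% = cells lacking NR2E3 construct; higher means lower luciferase signal from less NR2E3 corepressor binding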
An asterisk follows results filed as active; . = no result given. Hits appear at their usual frequency; any-hit rate near 3.9%.

mol	hiPSC survival	NR2E3 ag-1	CaV13 FRET inh	PDI turbidity	H9c2 protect	TRPM1 prom inh	HIF-2a inh	Shn3 inh set2	HTR2A ag	NR2E3 ag-2	Peg3 prom inh
COC1=C(NCc2ccc3c(c2)OCO3)C(=O)C(OC)=C(NCc2ccc3c(c2)OCO3)C1=O	-0.9	.	-2	-2	-3	10	4	-20	3	5	-2
O=C(c1ccc(Cl)c(S(=O)(=O)N2CCCC2)c1)N1CCN(Cc2ccccc2)CC1	-0.5	.	-2	1	-7	4	1	-6	-14	19	14
C=CCOC(=O)C1=C[C@H](c2ccc(C(F)(F)F)cc2)[C@@H](CCCO)[C@H](OCC)O1	4.0	3	-10	3	-6	-2	12	2	10	28	5
CSc1ncccc1C(=O)OCC(=O)N1CCc2ccccc21	1.5	.	-5	2	10	-45	-15	3	-2	-17	-49
COc1cccc(CNC(=O)CCCc2nnc3n(C)c(=O)c4sccc4n23)c1	0.7	0	-4	-2	3	8	7	-17	-3	-43	0
Clc1cc(Cl)c(OCCCCn2cncn2)c(Cl)c1	0.3	-1	-5	14	3	0	3	-7	-1	6	6
Cc1cc(C)c2c(CN(Cc3ccccc3)Cc3ccccc3)cc(=O)oc2c1	0.1	.	-3	.	-7	.	-7	23	-4	-11	2
O=C1CC(c2ccc(F)cc2)Cc2nc(NCc3ccco3)ncc21 (centres undefined)	-0.2	3	-1	3	1	14	21	9	0	-6	9
O=c1cc([O-])[n+]2c3n1CCCN3CCC2	4.7	1	-1	-4	5	7	16	15	1	-2	6
O=C1N=c2ccccc2=C1c1sc(NS(=O)(=O)c2ccccc2)nc1O	-1.0	1	-3	0	-10	9	14	-5	-4	-1	5
COC(=O)c1ccc(/C=N/Nc2nc(-c3ccc(C)cc3)cs2)cc1	-0.9	0	.	-6	-3	0	-18	-14	-1	-37	-7
CCN(CC)C(=O)C1CC(=O)OC12CCCCC2 (centres undefined)	0.6	3	-5	5	5	-5	14	-1	2	-4	5
COc1cc2c(cc1OC)C(c1ccccc1N)=NCC2	-0.5	2	-5	3	-7	0	13	-4	4	-32	-8
Cc1ccc(C)c(N2CCN(C(=O)CCS(=O)(=O)c3ccc4c(c3)NC(=O)CO4)CC2)c1	-0.1	1	-5	-6	-4	11	10	61	7	20	14
O=C1NNC(=O)C1c1ccccc1	-0.5	-1	-14	-16	0	-1	14	12	-3	-18	1
O=C(CSc1nc2ccc(Cl)cc2[nH]1)NCCc1ccc(Cl)cc1	-0.3	-2	-14	0	-8	23	18	-6	-3	18	24
CSCC(C)N1CCC(n2nccc2NC(=O)CCCc2ccccc2)CC1 (centres undefined)	-0.6	2	-5	-7	-1	-10	0	0	-2	1	12
COc1ccc(-n2c(SCC(=O)Nc3ccc4c(c3)OCO4)nc3c(c2=O)SCC3)cc1	0.3	-1	-9	.	9	2	21	-4	-5	-20	15
NC(=O)C1CCN(C(=O)CCSc2ccc(Cl)cc2)CC1	-0.8	4	-6	3	6	-18	-46	-5	1	-37	-20
CC1(C)CC(c2nc(-c3ccc(Cl)cc3)cs2)CCS1 (centres undefined)	-2.5	4	-5	-10	-19	-20	-73	-5	3	-17	-44
COc1ccc(C(=O)N/C(=C\c2cn(C)c3ccccc23)C(=O)N2CCN(C)CC2)cc1	-0.3	1	-2	-5	4	0	9	11	-5	8	7
CC(=O)Oc1ccc2ccccc2c1C(NC(=O)Cc1ccccc1)c1ccccc1Cl (centres undefined)	1.8	-1	-6	2	-2	14	15	23	-4	-11	37
CCOC(=O)C(NC(=O)c1ccc(Cl)cc1Cl)(Nc1ccc(C)cc1)C(F)(F)F (centres undefined)	-1.8	2	-5	-7	-2	-14	7	-16	4	-19	4
CC1=C(C(=O)OC(C)C)C(c2cccs2)n2ncnc2N1 (centres undefined)	2.5	-2	-4	.	13	8	7	12	11	-26	6
O=C(CCCc1ccccc1)N=C1SC2CS(=O)(=O)CC2N1c1ccccc1 (centres undefined)	0.4	-1	-3	-3	-1	-6	10	-14	-5	9	-1
Cc1cc(-c2ccccc2)nc2oc(C(=O)NN)c(N)c12	0.5	4	-1	-7	11	4	23	.	-8	-15	22
CCN(CC)CCN(C(=O)C1=COCCO1)c1nc2ccc(C)cc2s1	-0.6	-2	-7	-6	4	-16	-88	-25	-10	10	-41
CCOC(=O)c1c(-c2ccc(OC)cc2)csc1NC(=O)CNCc1ccco1	-1.5	2	-8	-3	8	-4	8	-12	-5	7	23
O=C(Cn1cncn1)NCc1cccc(OC(F)F)c1	1.0	2	-5	-1	3	-2	-1	5	7	2	1
S=c1[nH]nc(-c2ccc(Cl)cc2Cl)n1Cc1ccccc1	0.3	2	-5	-1	-9	-3	11	3	-3	-21	-3
CCCCOc1ccc(C(=O)NCC(=O)NCCOc2ccccc2OC)cc1	0.0	0	-5	2	-3	6	3	2	2	-12	-11
Cc1ccc(N(CC(=O)NC(C)C)C(=O)CCC(=O)Nc2ccccn2)c(C)c1	0.0	.	-6	-4	10	.	8	12	0	-25	11
c1ccc2c(c1)CCN(c1nc3cc4c(cc3s1)OCCO4)C2	-3.0	-4	-5	1	-34	56	47*	34	-3	35	40
CCN(Cc1ccncc1)C(=O)c1cc(COc2ccc(OC)cc2Cl)on1	1.3	-1	.	4	-4	-72	-263	-42	-1	-25	-227
COc1ccc(C(=O)N2CCc3cc(OC)c(OC)cc3C2c2ccc(OC)c(OC)c2)cc1OC (centres undefined)	-0.3	.	-12	0	7	-3	22	18	0	-24	21
O=C1C=CC(=O)N1c1ccc(Nc2ccccc2)cc1	1.8	.	-2	-13	-6	13	-3	-13	-2	-6	14
CS(=O)(=O)N1CCCCC1c1cc(C(=O)NCc2ccc(Cl)c(Cl)c2)no1 (centres undefined)	-0.4	.	-6	8	-1	.	9	6	-7	-33	11
Cc1cccc2sc(NC(=O)CSc3cn[nH]n3)nc12	-0.6	4	-2	-7	-9	1	-12	2	1	-73	11
CC1CCN(S(=O)(=O)c2cccc(-c3nnc(-c4cccnc4)o3)c2)CC1	1.6	5	.	-1	-4	8	10	-7	-5	-5	9
CCn1c(=NC(=O)CS(=O)(=O)c2ccccc2)sc2cccc(OC)c21	-0.4	-2	-7	-5	-19	-3	-65	87*	2	6	-29
Cn1c(NCc2c[nH]c3ccccc23)nc2ccccc21	-2.0	0	.	-1	2	-31	-211	-39	0	-75	-217
Cc1ccc2c(c1)N(C(=O)CCC(=O)NCCCN(C)Cc1ccccc1)CCO2	0.4	2	18	.	6	7	-8	-1	-1	-23	-2
CC(C)(C)NS(=O)(=O)c1ccc(NC(=S)NC(=O)C2CC2)cc1	1.8	-3	-5	7	-4	6	12	13	-3	-16	6
CCOC(=O)c1ccccc1NC(=O)c1ccc(F)cc1	2.4	-1	-7	0	-5	6	5	0	4	6	-4
C/C(=N\Nc1cccc(C(F)(F)F)c1)c1ccc(O)cc1	-0.6	4	-20	16	-16	-16	-25	-1	-4	-43	-115
COC(=O)NNC(=O)COc1ccc2ccccc2c1Br	0.6	-1	-3	3	-2	9	-51	-16	-3	-29	-50
Nc1ccccc1C(=O)N/N=C1\C2CN3CCN(C2)CC1(c1ccccc1)C3	-0.4	1	-3	-5	3	-20	-30	-72	1	-104	-48
CCOc1ccc(C(=O)NCC(=O)Nc2ncccc2C)cc1OCC	-0.3	3	-2	-4	-7	1	6	13	-9	16	2
Cc1ccc(SCCN2C(=O)NC(C)(C)C2=O)cc1	-0.6	1	-8	8	-2	-2	-9	17	0	-3	2
CCOC(=O)c1c(SCC(=O)Nc2nc(C)cs2)nc(=O)[nH]c1C	1.0	-1	-16	4	-2	1	8	-13	1	-2	-32

Next records
mol	hiPSC survival	NR2E3 ag-1	CaV13 FRET inh	PDI turbidity	H9c2 protect	TRPM1 prom inh	HIF-2a inh	Shn3 inh set2	HTR2A ag	NR2E3 ag-2	Peg3 prom inh
Cc1c(C(=O)N2CCC(C)CC2)oc2ccc3c(c12)C(O)CC1(CCCCC1)O3 (centres undefined)	-0.4	0	-3	4	-9	13	-24	54	-5	14	12
Cc1ccnc(NC(=O)c2ccccc2NC(=O)c2ccccc2)c1	-0.7	-7	-6	-1	4	-2	-33	-4	-2	0	-23
Cc1ccc(NC(=O)COC(=O)c2ccc(-n3nc(C)cc3C)cc2)c(F)c1	-0.4	.	-2	5	-12	-7	-30	-6	-6	-3	-13
COc1ccc(NC(=S)NNC(=O)c2ccccc2OC(F)F)cc1	-1.8	2	-5	0	2	4	-76	-11	1	-62	-32
CCn1c(SCC(=O)N2CCCC2)nc2c1c(=O)n(C)c(=O)n2C	0.5	2	-8	6	10	-15	3	-6	-4	-5	33
COc1cccc(CNC(C)C(=O)Nc2ccc3c(c2)OCCO3)c1 (centres undefined)	0.1	2	1	-2	-2	-6	-22	3	-1	-19	-17
COc1ccc(-c2nn(-c3ccccc3)cc2C(=O)NCC2CCCO2)cc1 (centres undefined)	0.2	1	-5	-1	-2	-1	-5	-4	-6	11	8
O=S(=O)(N/N=C/c1cccnc1)c1ccc(Cl)c(Cl)c1	-0.5	0	-20	-10	-4	5	10	20	9	-22	-2
COc1cccc2cc(-c3nnc(-c4ccccc4)o3)c(=O)oc12	-2.2	-1	-15	10	-7	4	-80	16	3	-22	-23
CCCCCCSc1ccc([C@@H]2[C@@H]3C(=O)N(CC)C(=O)[C@@H]3[C@]3(C(=O)OC)CCCCN23)cc1OC	-2.2	0	-12	-2	-13	-7	-76	15	-2	-31	-37
Cc1nc(-c2ccccc2)nc2[nH]ccc(=O)c12	-2.0	0	-4	-4	2	-44	-203	-60	1	-97	-220
COC(=O)Cc1ccc(N(Cc2ccccc2F)S(=O)(=O)c2ccc(Cl)cc2)cc1	-1.7	0	3	10	-13	-5	15	44	-7	-29	13
CC(NC(=O)C1CC=CCC1C(=O)O)C1CC2CCC1C2 (centres undefined)	-0.1	3	.	8	-2	5	9	-1	-1	-28	17

Screening data (PubChem)
